Compound activity as filed in PubChem.
Casp6 inh = blocks human caspase-6 cleavage activity | purified caspase-6, Z-VEID-R110 cleavage fluorescence | inhibition, % at 12.5 µM | 0.53% of 350,000 active | AID 686996;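 active = mean inhibition across replicates at least about 35%, with every replicate also reaching that limit, limit read from the data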;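 also: 0% = median of neutral control wells and 100% = no fluorescence left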
Target sequence (P55212 24-179 limits assumed): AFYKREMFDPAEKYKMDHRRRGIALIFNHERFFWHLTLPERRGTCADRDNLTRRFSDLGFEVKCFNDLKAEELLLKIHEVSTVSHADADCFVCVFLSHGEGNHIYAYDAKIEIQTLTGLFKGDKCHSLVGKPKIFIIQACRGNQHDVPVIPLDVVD
Target sequence (P55212 194-293 limits assumed): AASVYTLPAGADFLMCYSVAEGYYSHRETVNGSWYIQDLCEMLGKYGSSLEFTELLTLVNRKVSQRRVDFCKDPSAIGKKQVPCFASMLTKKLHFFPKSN
Statin myotox sup = protects C2C12 myotubes from simvastatin toxicity; ATP luminescence, 48 h; scaled: DMSO 0, geranylgeraniol control 100; rescue of ATP level, % at 7.49 µM; 0.78% of 330,000 active; AID 602340;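 active = mean ATP rescue above about 67%, or every replicate alone reaching that limit, limit read from the data, passing the limit was not always enough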;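 also: myotubes were challenged with 10 µM simvastatin during compound exposure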
FN deposit inh = fibronectin deposition inhibition; inhibition, % at 12.6 µM; AH1F fibroblasts, Alexa488-fibronectin deposition fluorescence, overnight; 0.086% of 350,000 active; AID 743247;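 active = mean inhibition across replicates of 30% or more, regardless of how many single replicates reach that level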;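 also: positive control wells lacked labelled fibronectin entirely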
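Measured by – fluorescence 485/525 nm · System – AH1F fibroblast monolayer, labelled fibronectin deposition · Amount – 10000 cells per well · Buffer or medium – serum-reduced DMEM (2% serum) · Doses – single dose, pinned · Also added – fluorescent fibronectin at 24 nM final · Schedule – 1 h cell attachment, overnight exposure to compound and label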
S100A4 inh HTS = inhibitors of human S100A4 binding to myosin IIA peptide; P26447; S100A4/TAMRA-MyoIIA peptide fluorescence polarization; inhibition, % at 10.7 µM; 0.14% of 360,000 active; AID 652163;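 active = mean inhibition of at least 70% across replicates, with every replicate also reaching that level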
Target sequence (P26447 whole entry, looked up): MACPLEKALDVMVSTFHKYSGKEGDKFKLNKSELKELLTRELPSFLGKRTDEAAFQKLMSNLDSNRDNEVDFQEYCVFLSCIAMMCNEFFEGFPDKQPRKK
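Test system – S100A4 monomer (human) · Compound – single-point compound testing · Schedule – 5 min incubation before reading · Probe or stimulus – TAMRA-labelled myosin IIA heavy-chain peptide probe, 5 nM · Benchmarks – neutral control DMSO, positive control TFP · Medium – Calcium-containing HEPES buffer, pH 7.2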
esBAF inh = SWI/SNF esBAF complex inhibition; mouse ES cells, Bmi1-luciferase knock-in reporter, 24 h; 100% = twice the neutral-well signal; reporter increase, % at 12.5 µM; 2% of 350,000 active; in the data active = activation above about 40%;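 also: 0% = median of the plate's neutral control wells and 100% = double that signal; a rise in the Bmi1 reporter signal indicates esBAF inhibition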
SIRT5 block = blocks human SIRT5 desuccinylation of peptide; inhibition, % at 15 µM; Q9NXA8; AID 652115; Purified SirT5, succinyl-peptide AMC, trypsin-coupled fluorescence; 1.1% of 330,000 active; in the data active = inhibition above about 15%
Target sequence (Q9NXA8 whole entry, looked up): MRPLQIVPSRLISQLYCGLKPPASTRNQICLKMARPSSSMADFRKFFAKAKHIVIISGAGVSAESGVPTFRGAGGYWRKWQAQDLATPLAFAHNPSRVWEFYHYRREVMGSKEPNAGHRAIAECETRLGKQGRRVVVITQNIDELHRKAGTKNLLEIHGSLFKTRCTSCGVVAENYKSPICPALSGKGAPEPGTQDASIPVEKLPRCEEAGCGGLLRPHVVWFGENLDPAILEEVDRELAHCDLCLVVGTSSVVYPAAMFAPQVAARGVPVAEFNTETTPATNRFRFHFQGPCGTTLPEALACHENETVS
LGR2 inh = inhibitors of bursicon-induced Drosophila LGR2 receptor cAMP signaling; inhibition, % at 9.99 µM; AID 720647; 0.35% of 380,000 active; HEK293 LGR2, CRE-luciferase, bursicon-stimulated, 4 h;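 active = drop in luminescence signal, shown as inhibition above about 50% in the replicate tests, limit read from the data, passing the limit was not always enough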;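 also: agonist challenge used bursicon conditioned medium at about half maximal strength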
* marks the source's active call; other numbers are inactive results; . = no result given; & = joins results of further samples. The list is partial; count on the stated rates, not on these rows.

Letters: A = Casp6 inh; B = Statin myotox sup; C = FN deposit inh; D = S100A4 inh HTS; E = esBAF inh; F = SIRT5 block; G = LGR2 inh
(1) O=C(COC(=O)c1oc2ccccc2c1COc1ccccc1)NCCN1C(=O)CSC1=O
  A: 2	B: .	C: -3	D: 16	E: .	F: 12	G: 4

(2) CCC(C(=O)O)N1C(=O)C2CCCCC2C1=O (configuration not stated)
  A: 1	B: -5	C: 0	D: 4	E: -3	F: -2	G: 5

(3) COc1ccc(NS(=O)(=O)c2ccc(NC(=O)C(CCSC)NC(N)=O)cc2)cc1 (configuration not stated)
  A: -1	B: .	C: 5	D: -3	E: .	F: -2	G: 9

(4) CN1C(=O)C2(Nc3ccccc3-c3nc4ccccc4n32)c2ccccc21 (configuration not stated)
  A: .	B: 7	C: 10	D: .	E: 9	F: .	G: .

(5) COc1ccc(C(C(O)C(=O)c2c[nH]c3ccccc23)N2CCN(c3ccc(OC)cc3)CC2)cc1 (configuration not stated)
  A: .	B: 32	C: 9	D: .	E: -4	F: .	G: .

(6) CCc1ccc(C2CC(c3cccc(OC)c3)n3nc(N)nc3N2)cc1 (configuration not stated)
  A: -1	B: -8	C: 3	D: -2	E: 4	F: .	G: 22

(7) COc1ccc(CCn2c(=O)[nH]c3cc(C(=O)NCCCN4CCOCC4)ccc3c2=O)cc1OC
  A: -2	B: 9	C: -4	D: -6	E: 7	F: 1	G: 7

(8) C[C@@H]1CCCCO[C@H](CN(C)C(=O)Nc2cccc3ccccc23)[C@H](C)CN([C@@H](C)CO)C(=O)c2cc(NC(=O)c3ccccc3)ccc2O1
  A: 1	B: .	C: 10	D: 67	E: -4	F: 10	G: 1

(9) O=C(CNS(=O)(=O)c1cccs1)NCCc1ccc(Cl)cc1
  A: -2	B: 7	C: 4	D: -3	E: 0	F: -1	G: -3

(10) COc1ccc(CN2CCN(C(=O)CCC(=O)Nc3nnc(C4CCCCC4)s3)CC2)cc1F
  A: .	B: 16	C: -10	D: -2	E: 12	F: 0	G: -6

(11) CC1(C)Oc2cc3oc(=O)ccc3c3c2C2C1CCC(C)(O3)C2O (configuration not stated)
  A: 0	B: 2	C: .	D: 6	E: -18	F: .	G: .

(12) Cn1ncc(=S)[nH]c1=S
  A: 1	B: -2	C: 4	D: -11	E: -7	F: -2	G: 6

(13) CC(C)c1ccc(N(C(=O)CNC(=O)c2ccco2)C(C(=O)NC2CCCC2)c2ccncc2)cc1 (configuration not stated)
  A: 4	B: 0	C: -1	D: -3	E: 3	F: -3	G: -11

(14) C[C@@H]1CN([C@@H](C)CO)C(=O)c2cc(Br)cnc2O[C@@H]1CN(C)C(=O)C1CCCCC1
  A: 5&0&-2	B: -2&8&-13	C: -4	D: -1&11&-21	E: -2&2&8	F: -2&-6&-4	G: -7&11

(15) CCC(C(=O)NC1CCCC1)n1c(-c2ccnc3ccccc23)nc2ccccc21 (configuration not stated)
  A: -4	B: .	C: -1	D: -1	E: .	F: .	G: 0

(16) COc1ccc(-c2csc(N(Cc3ccccc3)C(=O)COc3ccc(Cl)cc3)n2)cc1
  A: .	B: 0	C: 5	D: .	E: 2	F: .	G: .

(17) NS(=O)(=O)c1cc(C(=O)OCC(=O)c2ccc3c(c2)OCCO3)ccc1Cl
  A: 1	B: 5	C: 1	D: 9	E: 12	F: -4	G: -81

(18) S=C(NC1CCCCC1)N1CCn2cccc2C1c1cccnc1 (configuration not stated)
  A: 0	B: .	C: .	D: 2	E: .	F: .	G: -2

(19) O=C(NNc1ccccn1)c1ccc(Cl)nc1
  A: -1	B: .	C: 3	D: 3	E: .	F: -4	G: -3

(20) CC(C)NC(=O)Nc1cccc2c1O[C@@H](CN(C)S(=O)(=O)c1ccccc1)[C@H](C)CN([C@@H](C)CO)C2=O
  A: -4	B: 17	C: -21	D: -5	E: 3	F: -1	G: -8

(21) Cc1ccc(C)c(NC(=O)CSc2nc3c(c(=O)n2C)SC(C)C3)c1 (configuration not stated)
  A: 3	B: 6	C: 1	D: 7	E: 3	F: -1	G: -7

(22) C[C@H]1CCCCO[C@@H](CN(C)Cc2ccc3c(c2)OCO3)[C@@H](C)CN([C@@H](C)CO)C(=O)c2cc(NC(=O)Nc3ccc(F)cc3)ccc2O1
  A: 0	B: 38	C: .	D: 1	E: 0	F: 2	G: 1

(23) O=C(O)CCCCCNS(=O)(=O)c1cccc2nsnc12
  A: .	B: -1	C: -5	D: .	E: 7	F: .	G: .

(24) Cc1ccc(N=C2C(=O)Nc3ccccc32)cc1
  A: .	B: 2	C: -4	D: -2	E: 2	F: -2	G: -4

(25) CCOC(=O)c1c[nH]n2c(=O)cc(C)nc12
  A: -3	B: .	C: 0	D: -1	E: .	F: .	G: 15

(26) Cc1nnc(SCC(=O)N(C)C2CCS(=O)(=O)C2)n1Cc1ccccc1 (configuration not stated)
  A: 4	B: 10	C: .	D: 1	E: 3	F: .	G: 9

(27) Cc1ccc(S(=O)(=O)N[C@@H]2CC[C@H](CCNC(=O)C3CC3)O[C@H]2CO)cc1
  A: 4	B: 0	C: -1	D: 0	E: -3	F: 7	G: 1

(28) C[C@@H]1CCCCO[C@@H](CN(C)S(=O)(=O)c2ccc(F)cc2)[C@H](C)CN([C@@H](C)CO)C(=O)c2cc(NC(=O)Nc3ccc(C(F)(F)F)cc3)ccc2O1
  A: 0	B: .	C: -13	D: -21	E: 4	F: 7	G: 2

(29) CC(C)NC(=O)N(C)C[C@@H]1Oc2ncc(C#CC3CCCC3)cc2C(=O)N([C@@H](C)CO)C[C@H]1C
  A: 0	B: -17	C: -9	D: 69	E: 5	F: 5	G: -9

(30) COc1ccccc1CNC(=S)NCc1ccc(F)cc1
  A: 1	B: 0	C: -8	D: -5	E: 5	F: -1	G: 16

Brought forward from above: three compounds, then new ones.
Letters: A = Casp6 inh; B = Statin myotox sup; C = FN deposit inh; D = S100A4 inh HTS; E = esBAF inh; F = SIRT5 block; G = LGR2 inh
(28) C[C@@H]1CCCCO[C@@H](CN(C)S(=O)(=O)c2ccc(F)cc2)[C@H](C)CN([C@@H](C)CO)C(=O)c2cc(NC(=O)Nc3ccc(C(F)(F)F)cc3)ccc2O1
  A: 0	B: .	C: -13	D: -21	E: 4	F: 7	G: 2

(29) CC(C)NC(=O)N(C)C[C@@H]1Oc2ncc(C#CC3CCCC3)cc2C(=O)N([C@@H](C)CO)C[C@H]1C
  A: 0	B: -17	C: -9	D: 69	E: 5	F: 5	G: -9

(30) COc1ccccc1CNC(=S)NCc1ccc(F)cc1
  A: 1	B: 0	C: -8	D: -5	E: 5	F: -1	G: 16

(31) C[C@@H]1CN([C@H](C)CO)C(=O)c2cc(NC(=O)Nc3cccc4ccccc34)ccc2O[C@@H](C)CCCCO[C@@H]1CN(C)S(=O)(=O)c1cn(C)cn1
  A: -2	B: .	C: 1	D: -6	E: -4	F: 3	G: 3

(32) O=C(CN(C(=O)c1csnn1)c1cccc(F)c1)NCc1ccc2c(c1)OCO2
  A: -1	B: 2	C: -2	D: 0	E: 2	F: -2	G: -2

(33) COc1c(Cl)cc(Cl)cc1CNCCNCC(C)O (configuration not stated)
  A: -10	B: 5	C: .	D: -7	E: 5	F: -5	G: -1

(34) CCOc1ccccc1NC(=O)COC(=O)c1c(CC)noc1C
  A: -2	B: .	C: -2	D: -1	E: .	F: -5	G: 10

(35) CCC1NC(=O)c2cc3ccccc3cc2-n2c1nc1cc(OC)c(OC)cc1c2=O (configuration not stated)
  A: -2	B: -7	C: 4	D: -2	E: 9	F: -4	G: 17

(36) Cn1nc(C(=O)NNC(=O)CCOc2ccc(C(C)(C)C)cc2)c2ccccc2c1=O
  A: 3	B: -2	C: 0	D: 16	E: 9	F: 1	G: -5

(37) CC1(c2nnnn2Cc2ccccc2)CCC(=O)N1Cc1cccnc1 (configuration not stated)
  A: 9	B: .	C: 14	D: -5	E: .	F: .	G: -1

(38) CC(=O)c1cccc(NC(=O)CSc2n[nH]c(=O)n2C2CC2)c1
  A: 3	B: 3	C: -4	D: 0	E: -4	F: .	G: .

(39) CCOc1ccc(CCNC(=O)CN2C(=O)NC3(CCCC3)C2=O)cc1OCC
  A: -2	B: -4	C: 1	D: 3	E: 2	F: 1	G: 1

(40) CC(C)N(C(=O)[C@H]1C[C@H](CC(=O)NC(C)(C)C)C(=O)N2CCc3c([nH]c4ccc(Cl)cc34)[C@]12C)C(C)C
  A: -2	B: -8	C: -10	D: -2	E: -4	F: 2	G: 26

(41) CNC[C@@H]1Oc2ncc(C#CC3CCCC3)cc2C(=O)N([C@@H](C)CO)C[C@@H]1C
  A: 1	B: 8	C: -1	D: -9	E: -4	F: 14	G: -14

(42) CCn1nc(C)c(CNC(=O)C2CCC(=O)N(CCc3ccc(Cl)cc3)C2)c1C (configuration not stated)
  A: 1	B: -12	C: 3	D: -3	E: -5	F: -4	G: -17

(43) CCN(C(=O)COn1nnc2ccc(S(=O)(=O)N(C)C)cc21)C1CCS(=O)(=O)C1 (configuration not stated)
  A: 0	B: 6	C: 1	D: -2	E: 5	F: 2	G: -7

(44) O=C(C[C@@H]1C[C@H]2c3cc(NS(=O)(=O)c4ccccc4)ccc3O[C@H]2[C@@H](CO)O1)N1CCOCC1
  A: 0	B: -5	C: -2	D: 111*	E: 1	F: -1	G: -2

(45) O=C(CCCC(=O)Nc1ccc(Br)cc1)N/N=C/c1ccccc1
  A: -7	B: -2	C: .	D: 2	E: 2	F: -2	G: -6

(46) CO[C@H]1CN(C)C(=O)c2ccc(NC(=O)C3CCC3)cc2OC[C@@H](C)NC[C@@H]1C
  A: -2	B: -7	C: -7	D: 6	E: 5	F: -1	G: 0

(47) C[C@H]1CN([C@@H](C)CO)C(=O)c2cccc(NC(=O)Nc3ccc(F)cc3)c2O[C@H]1CN(C)Cc1ccc(C(=O)O)cc1
  A: -1	B: 3	C: 1	D: -4	E: 0	F: -2	G: 1

(48) CCOC(=O)c1sc(NC(=O)c2ccc(C)o2)nc1C
  A: .	B: -69	C: 2	D: .	E: 62*	F: .	G: .

(49) N#C[C@H]1[C@@H](c2ccccc2C2=CCCCC2)[C@H](CO)N1C(=O)c1cccc(F)c1
  A: -3	B: .	C: -3	D: 3	E: .	F: 4	G: 18

(50) CC1(C)CC(=O)C2=C(C1)N(Cc1ccco1)C(=O)C2(NC(=O)c1ccc(Cl)cc1Cl)C(F)(F)F (configuration not stated)
  A: .	B: 4	C: 0	D: .	E: 2	F: .	G: .

One compound at a time (already shown). Order of screens: Casp6 inh | Statin myotox sup | FN deposit inh | S100A4 inh HTS | esBAF inh | SIRT5 block | LGR2 inh
CCN(C(=O)COn1nnc2ccc(S(=O)(=O)N(C)C)cc21)C1CCS(=O)(=O)C1 (configuration not stated) is listed as 0 | 6 | 1 | -2 | 5 | 2 | -7
CO[C@H]1CN(C)C(=O)c2ccc(NC(=O)C3CCC3)cc2OC[C@@H](C)NC[C@@H]1C is listed as -2 | -7 | -7 | 6 | 5 | -1 | 0
CCOC(=O)c1sc(NC(=O)c2ccc(C)o2)nc1C is listed as . | -69 | 2 | . | 62* | . | .

As entered above.
`N#C[C@H]1[C@@H](c2ccccc2C2=CCCCC2)[C@H](CO)N1C(=O)c1cccc(F)c1` in S100A4 inh HTS → 3
`O=C(CCCC(=O)Nc1ccc(Br)cc1)N/N=C/c1ccccc1` in esBAF inh → 2
`CCn1nc(C)c(CNC(=O)C2CCC(=O)N(CCc3ccc(Cl)cc3)C2)c1C` (configuration not stated) in S100A4 inh HTS → -3
`O=C(C[C@@H]1C[C@H]2c3cc(NS(=O)(=O)c4ccccc4)ccc3O[C@H]2[C@@H](CO)O1)N1CCOCC1` in LGR2 inh → -2
`CCOC(=O)c1sc(NC(=O)c2ccc(C)o2)nc1C` in FN deposit inh → 2
`C[C@H]1CN([C@@H](C)CO)C(=O)c2cccc(NC(=O)Nc3ccc(F)cc3)c2O[C@H]1CN(C)Cc1ccc(C(=O)O)cc1` in FN deposit inh → 1
